Assay outcomes deposited in PubChem BioAssay by National Center for Advancing Translational Sciences (NCATS).
Sm TGR inh: S. mansoni TGR enzyme inhibition; AID 485364; hit rate 3% among 360,000; Q962Y6; Potency, µM (top dose mostly 114 µM), inactives show at the top dose activity change, negative = inhibition, actives largely listed as inhibitors; purified TGR, DTNB reduction, TNB absorbance 405 nm; note: potency is the fitted concentration of half-maximal effect; nearly all actives have a fitted effect of over 60% in size
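Kinetic colorimetric format: TGR-catalysed, NADPH-driven DTNB reduction monitored via TNB absorbance. Enzyme dispensed at 20 nM; compound exposure 15 min at room temperature before reaction start.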
AmpC no deterg: AmpC beta-lactamase inhibition without detergent; P00811; AmpC nitrocefin hydrolysis, absorbance 480 nm, 0.0001% Triton; Potency, µM (top dose mostly 57.1 µM), for the others: at the highest dose activity change, negative = inhibition, hits mostly inhibitors; hit rate 0.52% among 330,000;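 note: potency is the fitted concentration of half-maximal effect; plate controls were no compound for no effect and no enzyme for full effect; nearly all actives have a fitted effect of over 20% in size; some results filed as inactive show a strong effect at the top dose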
Target sequence (P00811 whole entry, looked up): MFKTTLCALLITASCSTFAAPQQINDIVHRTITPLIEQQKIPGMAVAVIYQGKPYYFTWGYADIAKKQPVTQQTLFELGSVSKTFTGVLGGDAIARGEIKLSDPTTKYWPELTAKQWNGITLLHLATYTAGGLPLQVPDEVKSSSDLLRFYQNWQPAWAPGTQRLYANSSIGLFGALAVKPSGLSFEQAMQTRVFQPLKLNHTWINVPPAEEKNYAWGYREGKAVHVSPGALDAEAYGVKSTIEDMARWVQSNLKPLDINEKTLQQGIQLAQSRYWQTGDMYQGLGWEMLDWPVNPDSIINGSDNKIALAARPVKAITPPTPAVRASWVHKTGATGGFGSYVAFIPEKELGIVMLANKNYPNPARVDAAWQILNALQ
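AmpC (5.3 nM in the dispensed reagent) in 20 mM phosphate pH 7.0 with 0.01% (detergent screen) or 0.0001% Triton X-100 was preincubated with compounds for 15 min at room temperature. Nitrocefin was then added from an 800 uM solution, and hydrolysis was followed at 480 nm.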
FBPA Giardia inh: Giardia lamblia aldolase inhibition; AID 2451; hit rate 0.71% among 290,000; Potency, µM (series often up to 59.6 µM), for inactives: top-dose activity, negative = inhibition, actives largely listed as inhibitors; purified Giardia FBPA; note: potency is the fitted concentration of half-maximal effect; nearly all actives have a fitted effect of over 55% in size
Target sequence (A8B2U2 whole entry, looked up): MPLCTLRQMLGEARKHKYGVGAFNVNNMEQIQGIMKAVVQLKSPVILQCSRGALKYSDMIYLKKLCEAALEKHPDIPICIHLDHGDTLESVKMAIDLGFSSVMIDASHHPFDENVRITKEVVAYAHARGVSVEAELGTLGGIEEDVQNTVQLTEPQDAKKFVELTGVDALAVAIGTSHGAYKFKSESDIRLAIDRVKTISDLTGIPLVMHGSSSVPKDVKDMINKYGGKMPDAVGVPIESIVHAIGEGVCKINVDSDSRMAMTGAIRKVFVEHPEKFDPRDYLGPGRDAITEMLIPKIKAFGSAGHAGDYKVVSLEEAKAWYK
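40 nM FBPA preincubated 10 min at RT with compound (up to 57.5 uM final), then substrate plus GAPDH/TPI/NAD/arsenate coupling and diaphorase/resazurin added. Fluorescence read after 20 min at RT, 525/598 nm.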
HCV inh: inhibitors of hepatitis C virus infection; Potency, µM (top dose mostly 41.8 µM), for inactives: top-dose activity change, negative = inhibition, actives largely listed as inhibitors; Huh7.5.1 HCVcc-Cre infection, luciferase reporter, 44 h; hit rate 3.4% among 340,000; note: potency is the fitted concentration of half-maximal effect
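Cells (1,000/well) were plated 4 h before compound, then infected with HCVcc-Cre virus (~0.5 moi). After 44 h further culture, infection was read as luciferase luminescence following a 15 min substrate incubation at room temperature.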
HCMV antiviral: human cytomegalovirus inhibition. HFF cells, HCMV-luciferase reporter, 72 h; stronger effect = lower value. activity change, negative = inhibition, % at 57.5 µM. hit rate 4.5% among 410,000; in the data active = activity change below about -60%; inconclusive = no clear call, values can overlap the other calls; inactive = above about -39%
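HFF cells seeded 16 h at 37C, treated with compounds, infected with luciferase-reporter HCMV at MOI 1 PFU/cell; luciferase read at 72 h post infection, normalized to buffer-only and Salinomycin controls.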
AmpC inh detg: blocks E. coli AmpC beta-lactamase in detergent assay. P00811. AmpC hydrolysis of nitrocefin, absorbance 480 nm, 0.01% Triton. Potency, µM (series often up to 114 µM), for inactives: top-dose activity change, negative = inhibition, most hits filed as inhibitors. hit rate 0.041% among 370,000. AID 485294;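 note: potency is the fitted concentration of half-maximal effect; 0% = no-compound wells and -100% = no-enzyme wells; nearly all actives have a fitted effect of over 25% in size; some results filed as inactive show a strong effect at the top dose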
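AmpC (5.3 nM in the dispensed reagent) in 20 mM phosphate pH 7.0 with 0.01% (detergent screen) or 0.0001% Triton X-100 was preincubated with compounds for 15 min at room temperature. Nitrocefin was then added from an 800 uM solution, and hydrolysis was followed at 480 nm.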
The depositor's hits bear a star; ? = inconclusive; . = not tested or not shown; & = joins results of further samples; [ ] = remark or other dose. Unless noted, calls come from the whole dose curve; as a rule, active = well fitted curve in the direction sought with a large enough effect; inconclusive = small, poorly fitted or top-dose-only effect, or another doubt; inactive = no such curve, though single readings can be large; an effect the other way counts as inactive or inconclusive. Unless noted, % is set by controls: 0 for no effect and ±100 for the full control effect.

Results follow in this order: Sm TGR inh	AmpC no deterg	FBPA Giardia inh	HCV inh	HCMV antiviral	AmpC inh detg
(1) O=C1c2ccccc2C(=O)N1c1ccc(Cl)cn1
 : -10%	-22%	3%	20%	58	-6%
(2) O=[N+]([O-])c1cc([N+](=O)[O-])c2oc(-c3ccccc3)c(Br)c2c1O
 : 1%	-45%	4%	-24%	.	-5%
(3) CCN1C(=O)NC(c2ccccc2)C1=O (centres undefined)
 : -9%	-8%	.	-6%	-13	-12%
(4) Cc1c(C(=O)Nc2nnc(C3CC3)s2)oc2c(Cl)cccc12
 : 4%	1%	.	?	43	3%
(5) COc1c(Br)cc(C(N)=O)cc1OCc1ccccc1
 : -1%	-9%	0%	?	-13	-4%
(6) COCCOC(=O)c1[nH]c2c(c1C)C(=O)CC(c1ccc(F)cc1)C2 (centres undefined)
 : 2%	-4%	0%	?	26	1%
(7) OC(CNC1CCCC1)COc1ccc(Cl)cc1 (centres undefined)
 : -18%	-11%	-27%	?	16	1%
(8) CNc1nc(SC)nc2ccsc12
 : -6%	?	2%	-23%	28	1%
(9) O=C(c1ccco1)n1nc(-c2ccccc2)nc1NCc1ccc(F)cc1
 : -4%	.	.	.	6	-2%
(10) CCN(Cc1nc2cc(Cl)ccc2c(=O)[nH]1)C(=O)CN1C(=O)NC2(CCCCC2C)C1=O (centres undefined)
 : -11%	-35%	.	4%	-26	0%
(11) CC(C)c1ccc(/C=C2\SC(=O)N(CC(=O)NCCCn3ccnc3)C2=O)cc1
 : -11%	132%[activator]	7%	?	-37	3%
(12) CC(=O)N1c2ccccc2Oc2cc3ccccc3cc21
 : 1%	-18%	7%	12%	16	?
(13) Cc1ccc2nc(-c3ccc(NC(=O)CNC4CC4)cc3)sc2c1
 : -2%	90%[activator]	?	?	134	1%
(14) CN(C(=O)c1cc2nc(-c3ccc4c(c3)OCO4)cc(C(F)(F)F)n2n1)c1ccc(OC(F)(F)F)cc1
 : 5%	.	.	.	2	2%
(15) COc1ccc(CCNC(=S)N2CCN(S(=O)(=O)c3ccccc3)CC2)cc1
 : 1%	-30%	.	?	11	-13%
(16) O=C(NNC(=O)c1ccc(NC(=O)c2ccccc2)cc1)c1ccc(F)cc1
 : -19%	-31%	-7%	-3%	-19	?
(17) O=C(N/N=C/c1cccnc1)c1cccc(S(=O)(=O)Nc2cccc(Cl)c2)c1
 : 2%	4%	1%	12%	-34	4%
(18) Cc1ccc2c(CC(=O)OC(C)C(=O)Nc3ncc(Cl)cc3Cl)coc2c1 (centres undefined)
 : -15%	-17%	5%	-15%	-7	-2%
(19) O=c1c(Br)c(Br)cnn1-c1ccccc1
 : 3.2µM*	-4%	-3%	8.9µM*	-97*	-9%
(20) CCOC(=O)c1[nH]c2ccc(Cl)cc2c1NC(=O)/C=C/c1ccc2c(c1)OCO2
 : 4%	-19%	4%	28%	?	4%
(21) O=C(N/N=C1\CC(c2ccccc2)Oc2ccccc21)c1ccc(O)cc1 (centres undefined)
 : -2%	-27%	4%	5%	?	-5%
(22) O=C(Nc1ccc(Cl)cc1)OCc1cn(-c2ccccc2)nn1
 : -7%	-28%	-1%	4%	-13	?
(23) Fc1ccc(COc2ccc(-c3nnco3)cc2)cc1
 : 8%	-14%	0%	-3%	23	?
(24) CCCNC(=O)CCc1c(C)nc2nc(CNC(=O)c3ccccc3)nn2c1C
 : 1%	.	.	.	2	-1%
(25) O=C(O)c1cc(-c2ccc3ccccc3c2)nc2ccc(F)cc12
 : 1%	-26%	-7%	7%	-18	-4%
(26) CC(C)(C)N(Cc1ccccc1)C(=O)COC(=O)CNS(=O)(=O)c1ccc2ccccc2c1
 : 0%	26%	.	22%	?	7%
(27) CCCSCCCNC(=O)CN1C(=O)COc2ccc(S(=O)(=O)N3CCCCCC3)cc21
 : 0%	.	.	.	-6	4%
(28) O=C(N/N=C/c1cc(Cl)cc([N+](=O)[O-])c1O)c1ccccc1NS(=O)(=O)c1cccs1
 : -20%	?	?	?	-31	-5%
(29) O=C(CSc1nnc(-c2ccncc2)o1)c1ccc2c(c1)OCCO2
 : 8%	-12%	0%	-26%	-14	2%
(30) CC(=O)Nc1ccccc1-c1nc2ccccc2n(CC(=O)Nc2ccc(C)c(Cl)c2)c1=O
 : 0%	.	.	.	15	-7%
(31) Cn1c(SCC(=O)c2ccccc2)ncc(C(=O)Nc2ccc(F)cc2)c1=O
 : -9%	-20%	.	1%	4	?
(32) Cc1ccc(NC(=O)c2cc(-c3ccccc3)n(CCCN3CCOCC3)c2C)cc1
 : 5%	128%[activator]	5%	0%	22	6%
(33) COc1ccc(CN(C)CC(=O)NC(=O)NCc2ccccc2)c(OC)c1
 : -4%	13%	5%	0%	?	-1%
(34) CCOc1ccc(S(=O)(=O)N2CCOCC2)cc1NC(=O)C1=COCCO1
 : -13%	22%	.	-4%	-11	-2%
(35) COCCN1C(=O)N(c2cccc(OC)c2)C(=O)C1CC(=O)Nc1ccc(Cl)cc1 (centres undefined)
 : -11%	49%	15%	-24%	4	?
(36) CC(C)C(=O)Nc1ncc2c(n1)CC(c1cccs1)CC2=O (centres undefined)
 : 1%	-19%	-1%	-9%	-16	-13%
(37) Cc1ccc2c(n1)CC(C)(C)C/C2=N\O
 : -2%	-7%	7%	-6%	-21	2%
(38) O=C(O)C1CC=CCC1C(=O)Nc1cccc(C(=O)N2CCCCC2)c1 (centres undefined)
 : 0%	-14%	13%	-1%	21	?
(39) O=C(NCc1cnn(-c2ccccc2)c1)C1CCC(=O)N(C2CC2)C1 (centres undefined)
 : -7%	-13%	.	11%	20	3%
(40) CCc1ccc(NS(=O)(=O)c2cc(Br)cc3c2N(C(C)=O)CC3)cc1
 : 21%	.	.	.	18	9%
(41) CC1CCN(S(=O)(=O)c2ccc3c(c2)N(CC(=O)NCCCN(Cc2ccccc2)C(C)C)C(=O)CO3)CC1
 : -11%	127%[activator]	5%	-16%	-29	-8%
(42) CC(=O)Nc1ccc(NC(=O)c2cc(-c3cccs3)on2)cc1
 : -2%	.	.	.	2	-2%
(43) COc1cccc(-c2nn(-c3ccccc3)cc2C(=O)OCC(=O)Nc2ncc(Cl)cc2Cl)c1
 : -3%	-36%	-23%	?	21	-6%
(44) Cc1cccc(C2NC(=O)c3c(sc4c3CCN(C)C4)N2)c1O (centres undefined)
 : ?	.	.	.	41	-11%
(45) CC(=O)c1cccc(NC(=O)N2CCOCC2)c1
 : 6%	-13%	7%	0%	-30	?
(46) CC(C)C(OC(=O)c1cccs1)C(=O)NCc1ccc(F)cc1 (centres undefined)
 : -19%	-13%	1%	-2%	-11	2%
(47) CCOC(=O)C1=C(C)NC(SCc2cc(=O)[nH][nH]2)=C(C#N)C1c1cccs1 (centres undefined)
 : -15%	-40%	2%	?	7	3%
(48) CSc1ccccc1NC(=O)c1cc(C(C)C)on1
 : -12%	-15%	-1%	-3%	61	4%
(49) O=C(Nc1ccc(S(=O)(=O)N2CCOCC2)cc1)c1cccc([N+](=O)[O-])c1
 : 6%	2%	-8%	-1%	56	0%
(50) O=C(Oc1ccccc1N1C(=O)C2CCCCC2C1=O)c1ccccc1 (centres undefined)
 : 4%	-24%	3%	13%	?	?
(51) O=C(CN1CCC(C(=O)c2ccc(F)cc2)CC1)Nc1ccccc1Cl
 : 34%	38%	-7%	-5%	-34	3%
(52) CCCCn1c(/N=C/c2ccc3c(c2)OCO3)nc2ccccc21
 : 0%	-24%	0%	-18%	35	-1%
(53) Nc1nonc1-n1nnc(C(=O)N/N=C/c2ccc(F)cc2)c1-c1ccc2c(c1)OCO2
 : 4%	-2%	.	5%	0	2%
(54) O=c1[nH]cc(COCc2ccccc2)c(=O)[nH]1
 : 10%	-6%	1%	4%	21	-10%
(55) CNCc1c(OCc2ccccc2)ccc2ccccc12
 : -14%	0%	?	?	-7	-14%
(56) O=C(Cn1c(=O)oc2cc(S(=O)(=O)N3CCCCC3)ccc21)N1CCCCC1
 : -2%	-6%	.	15%	-15	2%
(57) COc1ccc(-n2nc(C(=O)NCc3ccco3)c3c4ccccc4n(C)c3c2=O)cc1
 : 1%	-35%	1%	2%	7	-2%
(58) COc1ccc(NC(=S)Nc2ccc(Oc3ccccc3)cc2)cc1
 : 1%	-55%	-1%	?	-20	-3%
(59) CCN(CC)CCCNCC(=O)Nc1ccc(OC)c(Cl)c1
 : 7%	-6%	?	.	.	4%
(60) COc1ccc(CNC(=O)C2CCCN(C(=O)N3CCOc4ccccc43)C2)cc1 (centres undefined)
 : -11%	.	.	.	-18	-1%

Pulled by structure from the list above (6):
Results follow in this order: Sm TGR inh	AmpC no deterg	FBPA Giardia inh	HCV inh	HCMV antiviral	AmpC inh detg
(45) CC(=O)c1cccc(NC(=O)N2CCOCC2)c1
 : 6%	-13%	7%	0%	-30	?
(51) O=C(CN1CCC(C(=O)c2ccc(F)cc2)CC1)Nc1ccccc1Cl
 : 34%	38%	-7%	-5%	-34	3%
(38) O=C(O)C1CC=CCC1C(=O)Nc1cccc(C(=O)N2CCCCC2)c1 (centres undefined)
 : 0%	-14%	13%	-1%	21	?
(39) O=C(NCc1cnn(-c2ccccc2)c1)C1CCC(=O)N(C2CC2)C1 (centres undefined)
 : -7%	-13%	.	11%	20	3%
(53) Nc1nonc1-n1nnc(C(=O)N/N=C/c2ccc(F)cc2)c1-c1ccc2c(c1)OCO2
 : 4%	-2%	.	5%	0	2%
(40) CCc1ccc(NS(=O)(=O)c2cc(Br)cc3c2N(C(C)=O)CC3)cc1
 : 21%	.	.	.	18	9%

Following part:
Results follow in this order: Sm TGR inh	AmpC no deterg	FBPA Giardia inh	HCV inh	HCMV antiviral	AmpC inh detg
(61) CN(C)/C=C(\C=O)c1c(Cl)cccc1Cl
 : .	-32%	0%	-11%	-21	-5%
(62) COc1cc(C(=O)NC(C)c2ccc(-n3ccnc3)cc2)cc(OC)c1C (centres undefined)
 : -17%	28%	10%	8%	33	-7%
(63) O=C(NNc1cccc(Cl)n1)C1CC1
 : 1%	-10%	4%	6%	11	2%
(64) NC(=O)C1CCN(C(=O)CN(c2ccc3c(c2)OCCO3)S(=O)(=O)c2ccccc2)CC1
 : 1%	-2%	.	13%	-18	4%
(65) CCCCN(C)CCNC(=O)C(NC(=O)C1CCC(C)CC1)C(C)C (centres undefined)
 : 3%	-12%	1%	8%	3	?
(66) CC1(C)Cc2c(c(-c3ccccc3)nc(N3CCOCC3)c2C(N)=O)CO1
 : 2%	-2%	1%	0%	3	-11%
(67) COc1ccccc1CN(C)C(=O)c1cccc(S(=O)(=O)N2CCc3ccccc3C2)c1
 : -17%	29%	.	-19%	?	7%
(68) Cc1nc2c3cc(F)ccc3n(Cc3ccccc3F)c2s1
 : -10%	-16%	-14%	-17%	18	?
(69) COc1ccc(/C(N)=N/OC(=O)c2ccc3c(c2)OCO3)cc1OC
 : 10%	-13%	1%	8.9µM*	169	-8%
(70) O=C(NCc1ccncc1)C(=O)C1C(=O)Nc2ccccc21 (centres undefined)
 : -3%	-4%	-14%	13%	51	2%
(71) Cc1cccc(C(=O)O/N=C(\N)CS(=O)(=O)c2ccccc2)c1
 : 0%	-16%	.	11%	36	-9%
(72) CCCCCCNc1nc(-c2ccc(OC)cc2)c(CCC(=O)O)s1
 : 5%	-15%	5%	13%	-62*	-9%
(73) COc1cccc(-c2cc(C(=O)N3CCN(c4ccccc4OC)CC3)no2)c1
 : 6%&-4%	115%[activator]	6%	-18%	-28&5	7%&-3%
